MCF10A rerep: inducers of DNA re-replication in MCF 10A breast cells | MCF 10A DNA re-replication, Hoechst nuclear intensity, 48 h | Potency, µM (titrated, usually from 46.1 µM), for inactives: at the highest dose activity, positive = re-replication, actives largely listed as activators | 350,000 compounds, 2.9% hits; further: potency means the concentration at half of the fitted maximal effect; % of control where 0% means no effect; nearly all actives have a fitted effect of over 50% in size
IL1B secr inh: blocks inflammasome-driven IL-1 beta release; THP-1 LPS/ATP IL-1B secretion, AlphaLISA, 16 h; active compounds read low; activity change, % at 57.5 µM; 360,000 compounds, 4.7% hits; AID 743279; in the data active means activity change below about -50%; inconclusive means mostly about -30% to -49%; further: on the % scale 0 is the no-effect control and ±100 the full control effect
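THP-1 cells pretreated 1 hr with compounds (up to 57.5 uM final), then stimulated with LPS (250 ng/mL final) plus ATP (1.25 mM final); secreted IL-1B measured by AlphaLISA after 16 hr, decreased signal indicating inhibition.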
HT1080NT lethal: kills 2HG-producing HT-1080-NT fibrosarcoma cells. HT-1080-NT fibrosarcoma viability, CellTiter-Glo ATP luminescence, 48 h. Potency, µM (titrated, usually from 46.1 µM), without a hit: at the top dose activity, negative = less viability, most hits filed as cytotoxic. 360,000 compounds, 1.6% hits;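 further: NT is the 2HG producing partner of a matched IDH1 knockdown line; potency means the concentration at half of the fitted maximal effect; 0% = DMSO-treated cells and -100% = media-only wells without cells; nearly all actives have a fitted effect of over 55% in size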
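Fibrosarcoma NT cells, 750 per well in 5% FBS RPMI, were exposed to compound for 48 hours. Viability: CellTiter-Glo luminescence.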
SW480 rereplic: DNA re-replication induction in SW480 cells; 340,000 compounds, 1.8% hits; Potency, µM (titrated, usually from 46.1 µM), for inactives: at the top dose re-replication activation, hits mostly activators; SW480 DNA re-replication, Hoechst DNA content imaging, 48 h; AID 624297; further: potency means the concentration at half of the fitted maximal effect; % of control where 0% means no effect; nearly all actives have a fitted effect of over 55% in size
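Cells (250 per well) received 23 nL compound or DMSO by pin tool and were kept 48 hr at 37 C, 5% CO2. Nuclei were then stained with Hoechst for 40 min and scanned for DNA content.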
HepG2 viability: kills HepG2 cells in TGF-b inhibitor counter-screen | 410,000 compounds, 0.76% hits | HepG2 CAGA-GFP viability, ATP luminescence, 18 h | Potency, µM (highest dose often 46.1 µM), without a hit: at the highest dose activity change, negative = cytotoxicity, actives largely listed as cytotoxic; further: potency means the concentration at half of the fitted maximal effect; some results filed as inactive show a strong effect at the top dose
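CellTiter-Glo luminescence gave cytotoxicity after 18 hours at 37 degrees C. The cells were HepG2 CAGA-GFP in 1% FBS DMEM, stimulated with 500 pg/mL TGF-beta after compound addition. %Activity was normalised to no-cell wells (complete cell-killing) and DMSO (no toxicity), and curves were fitted and classified.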
KB-3-1 cytotox: KB-3-1 parental cell cytotoxicity | KB-3-1 viability, CellTiter-Glo ATP luminescence, 72 h | Potency, µM (doses to about 46.1 µM), for the others: at the top dose activity change, negative = cytotoxic, most hits filed as cytotoxic | 400,000 compounds, 1.4% hits; further: potency means the concentration at half of the fitted maximal effect; on the % scale 0 is the no-effect control and ±100 the full control effect; nearly all actives have a fitted effect of over 60% in size
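Screening of KB-3-1 cells (DMEM, 10% FBS, phenol-red free) ran from lowest to highest compound concentration; after 72 h at 37 °C viability was read luminescently and curves fitted.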
HT1080 IDH1KD tx: kills HT-1080 cells with IDH1 knockdown | HT-1080 IDH1 knockdown viability, ATP luminescence, 48 h | Potency, µM (series often up to 46.1 µM), for the others: top-dose activity, negative = toxicity, usual class: cytotoxic | 360,000 compounds, 2% hits | AID 686971;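 further: potency means the concentration at half of the fitted maximal effect; 0% = DMSO wells and -100% = cell-free medium wells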
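HT-1080-IDH1KD cells (IDH1 knocked down), 750/well in RPMI with 5% FBS, treated with compound 48 h at 37 degrees C. Viability by CellTiter-Glo luminescence, normalised to DMSO and no-cell wells; concentration-response curves classed.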
ATXN viability: reduces viability in counter-screen for ATXN expression inhibitors; Potency, µM (doses to about 56.7 µM), most hits filed as cytotoxic; S2 cells (HEK-293 line with an ATXN2-luciferase reporter) viability, CellTiter-Fluor protease fluorescence, 24 h; AID 651635; 400,000 compounds, 0.49% hits; further: potency means the concentration at half of the fitted maximal effect; nearly all actives have a fitted effect of over 40% in size
ATXN2 expr inh: inhibitors of ATXN2 expression | HEK-293 ATXN2-luciferase reporter, luminescence, 24 h | Potency, µM (top dose mostly 57 µM), inactives show at the top dose activity change, negative = inhibition, usual class: inhibitors | 360,000 compounds, 0.72% hits | AID 1745845; further: potency means the concentration at half of the fitted maximal effect; on the % scale 0 is the no-effect control and ±100 the full control effect; nearly all actives have a fitted effect of over 55% in size
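ATXN2-luciferase reporter cells (luciferase flanked by upstream and downstream ATXN2 gene portions) were treated 24 h at 37 °C with compounds at up to 57 uM. SteadyGlo luminescence gave expression; GF-AFC fluorescence gave viability.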
* = called active by the depositor; i = inactive; ? = inconclusive; . = no result given; & = joins results of further samples; [ ] = another dose, or the depositor's remark. Unless noted, the call rests on the fitted dose curve; in most records, active means well fitted curve in the direction sought with a large enough effect; inconclusive means small, poorly fitted or top-dose-only effect, or another doubt; inactive means no such curve, though single readings can be large; an effect the other way counts as inactive or inconclusive.

SMILES | MCF10A rerep | IL1B secr inh | HT1080NT lethal | SW480 rereplic | HepG2 viability | KB-3-1 cytotox | HT1080 IDH1KD tx | ATXN viability | ATXN2 expr inh
C/C(N)=C(/C#N)C(=O)COC(=O)c1ccc(C)c(S(=O)(=O)N2CCCCC2)c1 | 0.0% | -16.7 | -2.2% | -0.8% | -0.2% | 19.5% | -12.8% | i | -3.0%
Cc1nn2c(=O)cc(COC(=O)CNC(=O)c3ccc(F)cc3)nc2s1 | . | . | . | . | 0.4% | 4.1% | . | i | 9.0%
CCOC(=O)C1C(=O)CC(C)(O)C(C(=O)OCC)C1c1ccccc1 (stereo not given) | -0.6% | -4.0 | 16.0% | -2.2% | 3.3% | -7.0% | 17.4% | i | 26.3%
COc1ccc(-c2cn(CCC(=O)O)c(-c3ccncc3)n2)cc1 | 0.7% | 32.4 | -2.3% | -12.8% | -3.7% | 11.6% | -1.3% | i | 2.6%
COc1ccc(N2C(=O)CSC23C(=O)N2c4c(cccc43)C(C)=CC2(C)C)cc1 (stereo not given) | 1.2% | -8.0 | -15.4% | -0.4% | -21.5% | 3.7% | -24.6% | i | -25.7%
COc1cccc2[nH]c(=O)c(-c3ccccc3)cc12 | 6.9% | 0.0 | 13.4% | -19.7% | 3.4% | -3.8% | 17.9% | i | 48.6%[activator]
CCN(CC(=O)Nc1ccc(NC(C)=O)cc1)CC(=O)Nc1cccc2ccccc12 | . | -7.9 | 3.5% | . | -3.5% | -1.9% | 1.4% | i | .
O=C(Nc1nnc2n1CCS2)c1ccccc1C(F)(F)F | . | . | . | . | -4.1% | -1.0% | . | i | 5.5%
CC1(C)CC2CC(C)(CN2C(=O)COC(=O)c2ccccc2C(F)(F)F)C1 (stereo not given) | -9.4% | 15.6 | -9.1% | -1.1% | -29.9% | -0.7% | -15.1% | i | .
CC(C)NC(=O)C1CCN(C2CCN(C(=O)c3cc4c(s3)CCCCC4)CC2)CC1 | 0.8% | 5.2 | 6.1% | -2.5% | -25.2% | -2.2% | 20.5% | i | -8.6%
CCCOC(=O)c1ccc(NC(=O)/C=C/c2cccs2)cc1 | ? | -11.1 | -11.8% | -7.4% | -13.6% | 9.3% | -21.2% | ? | -2.8%
CCC1(CC)C(=O)C2=C3C1[C@H](C(=O)OC)C=C(C(=O)OC)C[C@H]3[C@H]1C(=O)N(CC(=O)OC)C(=O)[C@H]1[C@H]2C (stereo not given in full) | 44.1% | 22.5 | 5.6% | -14.7% | -20.2%&-2.3% | 0.0% | 7.9% | i | 7.0%
S=C1NC2=C(CCCC2)C2(CCCCC2)N1 | -9.7% | 2.9 | 16.2% | -0.7% | 8.6% | 3.3% | 7.2% | i | -8.3%
C/C(=N\NC(=O)c1cc([N+](=O)[O-])cc([N+](=O)[O-])c1)c1ccco1 | -2.3% | 23.6 | -0.4% | 12.6% | -9.7% | 3.0% | 7.5% | i | -31.5%
CCOC(=O)c1ccc(NC(=O)c2cc3c(s2)CCC3)cc1 | 1.5% | 16.7 | 12.5% | -2.2% | -13.9% | 23.3% | 8.5% | i | 5.5%
CCOC(=O)c1sc2nc(Cc3ccc(Cl)cc3)[nH]c(=S)c2c1C | -5.3% | 15.5 | 18.6% | -7.7% | -0.8% | 6.6% | 14.3% | ? | -33.0%
Cc1c(C(=O)O)oc2c1ccc1ccccc12 | -0.2% | 11.6 | -4.0% | -6.7% | -28.5% | -6.8% | -2.3% | i | -0.5%
CCN(c1ccccc1)S(=O)(=O)c1ccc(NC(=O)c2nc(SC)ncc2Cl)cc1 | . | . | . | . | -48.4% | -25.7% | . | ? | -15.6%
Cc1cc(OC(=O)c2ccc(S(=O)(=O)N3CCOCC3)cc2)c([N+](=O)[O-])c(=O)[nH]1 | 1.5% | 12.8 | 8.2% | -2.0% | -4.7% | -1.2% | 14.1% | i | 0.1%
Cn1c(=O)[nH]c(=O)c2c1nc(N1CCN(C(=O)c3ccco3)CC1)n2CCCSc1ncccn1 | -2.6% | 10.3 | 3.9% | -1.0% | 3.6% | 3.4% | 6.2% | i | 0.1%
Cc1noc(NS(=O)(=O)c2ccc(NC(=O)CS(=O)(=O)c3ccccc3)cc2)c1C | -8.1% | 0.0 | 13.1% | -3.3% | -0.2% | 3.9% | 15.7% | i | 3.7%
CC1CC2c3cccc(C(=O)O)c3C(=O)N2c2ccc(Cl)cc21 (stereo not given) | -26.6% | 9.8 | 22.4% | -23.0%[1.84 µM] | -16.7% | -0.2% | 16.9% | i | 1.5%
CC(C)(C)c1ccc(C(=O)NCC(=O)N/N=C/c2cccnc2)cc1 | 5.0% | 31.7 | -0.8% | -0.3% | -1.6% | 2.8% | 0.0% | i | 4.3%
COc1ccc(Cc2nnc(SC)n2-c2ccc(F)cc2)cc1OC | . | 2.7 | 27.5% | . | -58.2% | ? | 22.4% | i | -8.5%
CCc1nc2ccc(C(=O)Nc3cc(-c4ccccc4)ccc3OC)cn2c1N(C)CCC(C)C | . | ? | ? | . | -108.2% | -0.6% | ? | ? | ?
COc1ccc(S(=O)(=O)N2CCC(O)(c3ccc(Cl)cc3)CC2)cc1 | 9.6% | ? | -15.4% | -4.7% | -25.6% | -19.3% | ? | i | -17.0%
COc1ccc(OC)c2c(N3CCN(C)CC3)cc(C(F)(F)F)nc12 | 16.0% | -9.6 | 0.2% | -3.7% | -18.4% | 11.7% | 5.9% | i | -6.0%
O=C(CSc1ccc2nnc(-c3ccccn3)n2n1)Nc1ccc2c(c1)OCCO2 | -4.3% | -4.4 | -1.6% | -15.8% | 2.3% | -13.5% | -1.4% | i | -6.3%
Cc1ccccc1Cn1cc(S(=O)(=O)CC(=O)Nc2nccs2)c2ccccc21 | -25.4% | -63.8* | ? | -0.1% | -21.1% | ? | -22.3% | ? | -20.6%
O=C(CN1CCC(C(=O)c2ccc3c(c2)OCCO3)CC1)NCc1ccccc1 | 8.2% | -5.0 | -0.7% | 4.3% | 5.3% | -27.6% | ? | i | -17.0%
COCCCNC(=S)Nc1ccccc1[N+](=O)[O-] | 5.7% | 13.7 | 8.8% | -0.4% | 2.4% | 2.8% | 12.5% | ? | -2.1%
CCCC(C)NC(=O)CN(Cc1ccco1)S(=O)(=O)c1ccccc1 (stereo not given) | 6.2% | -1.7 | -3.0% | -6.4% | -0.4% | 0.3% | 4.1% | i | .
COc1cc(-c2nc3ccc(C)cn3c2NCc2ccccc2)ccc1SC1CCCCC1 | 18.4µM* | -3.4 | ? | ? | -15.0% | -4.2% | ? | ? | ?
CC(C)(C)c1ccc(OCCn2nc(C(=O)O)c3ccccc3c2=O)cc1 | 83.7% | 4.8 | -5.3% | 23.6% | -9.5% | 1.5% | -14.1% | i | ?
O=C(Nc1ccc(Cl)cc1)Nc1nnc(CSCc2ccc(Cl)cc2)s1 | 14.7% | -61.0* | -0.3% | ? | -3.5% | ? | -10.6% | i | -38.0%
Cc1cc(C(=O)OCC(=O)Nc2ccc(F)c(F)c2F)c(C)o1 | 14.1% | 3.4 | -2.6% | 6.0% | -13.7% | -0.7% | -0.5% | i | -23.1%
Cc1ccc(S(=O)(=O)NCC(=O)Nc2ccc(C(F)(F)F)cc2)cc1 | -20.9% | 8.0 | 5.8% | -4.8% | -9.3% | 10.3% | 0.8% | i | 0.4%
Cc1ccc(Cn2c(=O)c3ccccc3n3c(CCC(=O)NCCN4CCOCC4)nnc23)cc1 | -2.0% | 0.5 | -0.2% | -14.2% | -4.5% | 3.0% | -1.3% | i | 5.7%
O=C(N[C@@H]1C/C=C\C[C@@H](CC(=O)N(CCO)Cc2ccccc2)C(=O)NCCOC1=O)OCC1c2ccccc2-c2ccccc21 | 14.9% | 16.6 | -15.0% | -1.5% | -5.7% | -20.3% | 2.1% | i | 0.0%
CN1C(=O)c2ccccc2Sc2ccc(NC(=O)COc3ccc(Cl)cc3)cc21 | . | . | . | . | -16.8% | ? | . | ? | -2.8%
CCCC(=O)N(Cc1cc(=O)[nH]c2ccccc12)c1ccccc1C | -8.2% | 19.0 | -4.6% | 0.0% | -24.9% | ? | -12.9% | i | -9.3%
O=C(COC(=O)c1cc(Br)ccc1O)Nc1cccnc1Cl | 15.9% | 1.4 | 4.0% | 0.3% | -21.3% | -2.6% | 7.1% | i | 3.7%
FC(F)Oc1ccccc1C1CC(c2ccc(Br)s2)Nc2ncnn21 (stereo not given) | 1.3% | -7.7 | ? | 5.6% | -3.3% | ? | ? | i | 6.7%
Cc1ccc(C)c(Sc2ccc(NC(=O)CCN3C(=O)NC4(CCCC4)C3=O)cc2)c1 | 23.1µM* | 0.0 | ? | 6.4% | 15.8µM* | -11.8% | ? | ? | ?

One compound at a time, from the list above. Order of values: MCF10A rerep, IL1B secr inh, HT1080NT lethal, SW480 rereplic, HepG2 viability, KB-3-1 cytotox, HT1080 IDH1KD tx, ATXN viability, ATXN2 expr inh
`Cc1ccc(S(=O)(=O)NCC(=O)Nc2ccc(C(F)(F)F)cc2)cc1` reads -20.9%, 8.0, 5.8%, -4.8%, -9.3%, 10.3%, 0.8%, i, 0.4%
`Cc1nn2c(=O)cc(COC(=O)CNC(=O)c3ccc(F)cc3)nc2s1` reads ., ., ., ., 0.4%, 4.1%, ., i, 9.0%
`CC1(C)CC2CC(C)(CN2C(=O)COC(=O)c2ccccc2C(F)(F)F)C1` (stereo not given) reads -9.4%, 15.6, -9.1%, -1.1%, -29.9%, -0.7%, -15.1%, i, .
`COc1ccc(OC)c2c(N3CCN(C)CC3)cc(C(F)(F)F)nc12` reads 16.0%, -9.6, 0.2%, -3.7%, -18.4%, 11.7%, 5.9%, i, -6.0%
`COc1cccc2[nH]c(=O)c(-c3ccccc3)cc12` reads 6.9%, 0.0, 13.4%, -19.7%, 3.4%, -3.8%, 17.9%, i, 48.6%[activator]

High-throughput results (PubChem BioAssay)
